APJ ag: agonists of human apelin receptor APJ, primary screen, CHO-K1 cells, PathHunter beta-arrestin, luminescence; 0% DMSO wells, 100% apelin; P35414; 330,000 compounds, 0.11% hits; activation, % at 20 µM;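 active = activation more than six SD over the plate average, tested at 20 µM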;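 note: 0% = DMSO alone and 100% = apelin-13 at 10 nM; some results filed as inactive read as strong as hits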
Target sequence (P35414 whole entry, looked up): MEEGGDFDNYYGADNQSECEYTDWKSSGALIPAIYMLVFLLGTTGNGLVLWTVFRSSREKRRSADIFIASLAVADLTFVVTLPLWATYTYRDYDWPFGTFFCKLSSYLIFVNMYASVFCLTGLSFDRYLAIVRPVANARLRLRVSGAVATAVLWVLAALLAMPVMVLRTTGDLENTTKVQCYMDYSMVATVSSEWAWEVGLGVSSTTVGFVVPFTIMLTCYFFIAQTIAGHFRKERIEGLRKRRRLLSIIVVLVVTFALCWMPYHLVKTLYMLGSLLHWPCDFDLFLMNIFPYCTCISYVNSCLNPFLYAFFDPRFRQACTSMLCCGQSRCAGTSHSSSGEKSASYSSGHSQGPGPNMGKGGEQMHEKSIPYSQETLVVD
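Assay system: engineered CHO-K1 APJ arrestin reporter cells; Amount: 1000 CHO-K1 reporter cells seeded per well; Dosing: one dose, 20 µM compound, 1% DMSO; Times: compound stimulation 90 min at 25 °C, detection 60 min; Measured by: luminescent beta-gal fragment complementation, chemiluminescent substrate; Read-out: APJ–arrestin association signal; Controls: DMSO vs Apelin-13 10 nM.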
CXCR6 inh: CXCR6 receptor inhibitors, primary screen, cell-based, beta-arrestin, luminescence, CHO-K1 PathHunter, 1536-well; C-X-C chemokine receptor type 6 (Homo sapiens), O00574; inhibition, % at 20 µM; 360,000 compounds, 0.36% hits; in the data active = inhibition above about 34%, passing the limit was not always enough;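 note: antagonist mode with CXCL16 agonist at 10 nM final; 0% = 10 nM CXCL16 with DMSO and 100% = unstimulated wells without agonist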
Target sequence (O00574 whole entry, looked up): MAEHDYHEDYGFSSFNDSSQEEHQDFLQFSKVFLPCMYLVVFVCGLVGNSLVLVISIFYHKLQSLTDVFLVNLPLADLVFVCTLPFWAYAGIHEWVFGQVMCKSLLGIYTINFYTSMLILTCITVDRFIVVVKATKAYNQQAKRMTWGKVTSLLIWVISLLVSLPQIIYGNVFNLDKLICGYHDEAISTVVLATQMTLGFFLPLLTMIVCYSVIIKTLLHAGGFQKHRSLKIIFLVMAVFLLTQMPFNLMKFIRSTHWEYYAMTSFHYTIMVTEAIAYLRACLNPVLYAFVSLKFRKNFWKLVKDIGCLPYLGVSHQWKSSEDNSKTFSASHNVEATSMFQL
APJ antagonist: antagonists of human apelin receptor APJ, primary screen, CHO-K1 cells, beta-arrestin complementation, luminescence | P35414 | inhibition, % at 20 µM | 330,000 compounds, 0.32% hits | AID 2521, 2010;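 active = inhibition above about 40% at 20 µM, limit read from the data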;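 note: cells challenged with 10 nM apelin-13 agonist together with compound; plate controls were apelin-13 plus DMSO wells for no effect and DMSO wells lacking apelin-13 for full effect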
TIM10 inh: growth inhibitors of isogenic TIM10 control yeast, primary screen, counter-screen for tim10-1 yeast inhibitor project, luminescence, uHTS. 330,000 compounds, 1.4% hits. S. cerevisiae TIM10 strain growth, BacTiter-Glo luminescence, 24 h. inhibition, % at 10 µM;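 active = inhibition of 40% or more at the single tested concentration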;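 note: wild-type TIM10 isogenic control strain grown at permissive 25 °C; 0% = DMSO yeast wells and 100% = minimal medium wells without yeast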
Mdm2 MdmX PPI: inhibitors of human Mdm2-MdmX association, primary screen, cell-based, luminescence, split luciferase, SaOS-2, uHTS. SaOS-2 split-luciferase Mdm2/MdmX complementation. inhibition, % at 8 µM. 330,000 compounds, 3% hits. AID 485346, 2010;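 active = inhibition of at least 50% at 8 µM in the primary screen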
tim23-1 inh: growth inhibitors of tim23-1 mutant yeast, primary screen, luminescence, uHTS. S. cerevisiae tim23-1 growth, BacTiter-Glo luminescence, 24 h. inhibition, % at 20 µM. 330,000 compounds, 1.3% hits;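 active = growth inhibition of the mutant yeast at or above 50%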;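 note: temperature-sensitive mutant grown at 25 °C; plate controls were DMSO-treated mutant yeast for no effect and medium wells lacking yeast for full effect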
tim10-1 inh: growth inhibitors of tim10-1 mutant yeast, primary screen, luminescence, uHTS; S. cerevisiae tim10-1 ts strain growth, BacTiter-Glo, 24 h; inhibition, % at 20 µM; 330,000 compounds, 2.2% hits; AID 463190, 2010;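 active = inhibition of at least 40%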;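 note: mutant grown at 25 °C; 0% = DMSO wells with yeast and 100% = wells holding no yeast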
CHOP UPR activ: activators of apoptotic CHOP UPR arm, primary screen, cell-based, CHO-CHOP luciferase reporter, luminescence, uHTS. UPR activation; percent of tunicamycin response over DMSO baseline. activation, % at 10 µM. 330,000 compounds, 0.34% hits. AID 449763, 2010;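 active = at 10 µM dose, activation of 40% or more, normalized to positive control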;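 note: 100% = tunicamycin at 10 µg/mL and 0% = DMSO alone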
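Evaluation: % reporter activation, DMSO baseline versus tunicamycin full activation; System: CHO-CHOP luciferase reporter cell line; Input: 500 cells/well; Incubation: 6 h compound treatment, 37 °C; Measured by: Steady-Glo luciferase luminescence; Dosing: one dose, 10 µM in 0.5% DMSO; Buffer or medium: F12 medium, 10% FBS; Benchmarks: positive tunicamycin 10 µg/mL, negative DMSO alone.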
XBP1 UPR activ: activators of adaptive XBP1 UPR arm, primary screen, cell-based, CHO-XBP1 luciferase reporter, luminescence, uHTS | 330,000 compounds, 0.33% hits | AID 463104, 2010 | IRE1-XBP1 UPR activation; percent of tunicamycin response, DMSO as zero | activation, % at 20 µM;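 active = versus positive control, 20 µM dose yields 30% or more activation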;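 note: 100% = tunicamycin at 10 µg/mL and 0% = DMSO only wells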
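Signal: luciferase luminescence; Assay system: CHO-XBP1 luciferase reporter cells; Amount: one thousand reporter cells per well; Dosing: 20 µM single concentration, DMSO 1%; Benchmarks: high control tunicamycin 10 µg/mL final, low control DMSO vehicle only; Schedule: 6 h compound exposure at 37 °C, 5% CO2; Evaluation: percent activation relative to tunicamycin reference.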
The depositor's hits bear a star.

SMILES	APJ ag	CXCR6 inh	APJ antagonist	TIM10 inh	Mdm2 MdmX PPI	tim23-1 inh	tim10-1 inh	CHOP UPR activ	XBP1 UPR activ
CC(Oc1ccc(Br)cc1)C(=O)Nc1ccncc1 (stereo not given)	1	-7	-14	-18	-14	-92	-20	-0.5	-2
CN1C(=O)[C@H]2[C@@H](/C=C/c3ccccc3)N3C(=O)CN(Cc4ccccn4)C(=O)[C@@]3(C)[C@H]2C1=O	-5	-2	6	-19	21	-8	-22	-0.1	2
CCn1c(SCC(=O)Nc2cc(C(C)(C)C)nn2-c2ccccc2)nnc1-c1cccs1	-2	2	9	24	13	13	18	-1.8	-2
O=C(O)C1C2C=CC(C2)C1C(=O)OC1CC2CCC1C2 (stereo not given)	4	10	0	-6	-16	16	11	-0.9	-3
Nc1cc(S(=O)(=O)c2ccc(O)c(N)c2)ccc1O	0	2	-30	0	-30	16	-12	1.0	2
Cc1ccc2c(CN(C)Cc3ccc(Cl)cc3Cl)cc(=O)oc2c1	-2	2	11	15	-1	11	9	1.2	1
Cc1ccc(C)c(N(C(=O)Cc2cccs2)C(C(=O)NC2CCCC2)c2ccc(C)o2)c1 (stereo not given)	-9	3	19	11	22	14	25	-0.7	-2
C[C@H](CO)N1C[C@H](C)[C@@H](CN(C)C(=O)Nc2ccc(C(F)(F)F)cc2)Oc2ccc(NC(=O)C3CCCCC3)cc2C1=O	3	5	-10	9	37	6	13	-0.9	-4
CNC(=O)NNC(=O)c1csc(Cc2c(Cl)sc3ccc(Cl)cc23)n1	1	3	4	25	9	1	11	0.0	3
Cc1ccc(N=C(N)N=C(N)N)c(C)c1	1	3	-11	-11	34	0	-8	0.5	-4
O=C1C(=O)N(c2nccs2)C(c2ccccc2)/C1=C(\O)c1ccc2c(c1)OCCO2 (stereo not given)	-4	3	2	-6	74*	0	-11	29	3
O=C(O)CCC(=O)Nc1ccc(C(=O)N2CCCCC2)cc1	-2	6	12	-5	2	-12	-16	-2.0	-1
O=C(N=C1SC2CS(=O)(=O)CC2N1c1cccc(Cl)c1Cl)C1CCCO1 (stereo not given)	2	1	-1	-9	-12	-6	8	0.2	-4
COC(=O)c1ccc(NC(=O)C2CCCN2S(=O)(=O)c2ccc(OC)cc2)cc1 (stereo not given)	4	1	9	-4	-15	13	5	1.2	0
COc1ccc(S(=O)(=O)NCc2ccco2)cc1N(C)S(=O)(=O)c1ccccc1	-3	4	10	3	4	14	18	3.5	-3
Cc1ccc(C(=O)N2CCc3ccccc32)o1	-3	-7	12	5	-125	7	-5	2.1	-2
Clc1cccc(/C(Cc2nc3ccccc3[nH]2)=N\Nc2ccccc2)c1	-3	-6	-5	65*	-34	59*	46*	6.7	0
COc1ccc(Nc2nc(-c3sc(N)nc3C)cs2)cc1	-4	1	-4	7	-30	16	14	2.7	1
C#CCNC(=O)C1=C[C@@H](C2CCCCC2)C[C@@H](OCCCCO)O1	14	-5	1	6	-32	18	6	-1.2	2
CCOP(=O)(OCC)C(NC(=O)Nc1ccc(Cl)cc1)c1ccccc1 (stereo not given)	-2	-3	10	10	9	8	2	-0.7	-1
CN(C)c1ccc(S(=O)(=O)N2CCCCC2)cc1NC(=O)CN1C(=O)NC2(CCCC2)C1=O	0	2	-10	-13	11	1	-8	-0.4	0
Cc1ccc(C(=O)N2CCC(C)CC2)cc1NC1=NC2CS(=O)(=O)CC2S1 (stereo not given)	0	-5	-68	-3	-2	-15	-23	0.8	-1
CCC(=O)Nc1cccc(NC(=S)NC(=O)c2ccccc2C)c1	-2	1	1	-17	-33	16	-1	6.5	1
Cc1cc(C)c(S(C)(=O)=O)c(Oc2cccc(Cl)c2)n1	-5	-20	17	7	-6	3	-1	3.7	-1
Cc1ncoc1C(=O)Nc1ccc2c(c1)OCCO2	1	-1	-6	6	-26	7	9	-0.7	-3

Some of these compounds in order of the XBP1 UPR activ value, largest number first:
Molecule	CXCR6 inh	APJ antagonist	Mdm2 MdmX PPI	XBP1 UPR activ
COc1ccc(Nc2nc(-c3sc(N)nc3C)cs2)cc1	1	-4	-30	1
CCOP(=O)(OCC)C(NC(=O)Nc1ccc(Cl)cc1)c1ccccc1 (stereo not given)	-3	10	9	-1
Cc1ncoc1C(=O)Nc1ccc2c(c1)OCCO2	-1	-6	-26	-3

(more compounds)
SMILES	APJ ag	CXCR6 inh	APJ antagonist	TIM10 inh	Mdm2 MdmX PPI	tim23-1 inh	tim10-1 inh	CHOP UPR activ	XBP1 UPR activ
CCOC(=O)C1CCN(C(=O)C2CCN(S(=O)(=O)c3c(C)noc3C)CC2)CC1	0	0	-12	3	-1	7	9	-2.9	-4
COc1ccc(NC(=O)Nc2ccc(F)cc2F)c(C)c1	-4	-3	8	6	-1	-5	4	-0.5	2
COc1ccccc1-c1nc(C#N)c(N2CCN(C(c3ccccc3)c3ccccc3)CC2)o1	-4	7	13	-7	24	-6	3	0.5	-1
COc1cccc(C(=O)CSc2nnc(-c3cc(OC)cc(OC)c3)o2)c1	2	0	14	-5	36	-2	-2	-1.5	-1
Cc1c(-c2ccco2)[n+](=O)c2c(n1[O-])CCCCC2	-4	4	-6	5	1	3	20	-1.2	-2
COc1ccccc1C(=O)OCC(=O)NC(=O)NCc1ccccc1	-4	3	25	3	-35	-15	18	1.2	3
O=C(Cc1c(F)cccc1Cl)NNC(=O)c1cccs1	-4	-2	20	2	10	1	2	1.1	-2
Cc1ccc(C(=O)Nc2ccc(Cl)cc2C)c(Cl)c1	1	-4	1	11	-214	7	9	4.1	-1
COc1ccc(S(=O)(=O)N2N=C(C)Oc3ccccc3C2=O)cc1	1	-6	-3	-1	48	12	21	0.7	-1
O=C(Cn1nnc(-c2cccs2)n1)N1c2ccccc2Sc2ccc(C(F)(F)F)cc21	10	1	-10	4	6	21	3	-1.6	-2
Cc1cc(=O)oc2cc(NC(=O)CCC(=O)O)ccc12	-7	-2	9	-7	19	-19	-2	1.7	-1
CC(C)C[C@H](NC(=O)C1CCN(S(=O)(=O)c2ccccc2)CC1)C(=O)NCc1ccncc1	-2	-4	9	4	9	4	14	-0.4	-4
Cc1ccc(NC(=O)C2CC2C)c(Cl)c1 (stereo not given)	-2	-5	3	-8	8	-5	-9	1.1	-2
O=C(Nc1ccc(N2CCCC2=O)cc1)c1cccc(F)c1	-3	4	9	6	-54	7	5	0.4	-2
COc1ccc(OC)c(C(=O)COC(=O)c2cccnc2SC)c1	1	-11	24	1	-1	24	6	0.1	0
COc1ccc(C2Nc3ccccc3C(=O)N2NC(=O)c2ccccc2)cc1OC (stereo not given)	-2	-5	1	5	9	1	11	0.7	1
COc1ccc(CNC(=O)CN2CCC(NC(=O)c3ccccc3C)CC2)cc1	-2	2	22	11	12	1	-13	0.3	0
Cc1cnn(-c2ccc3nnc(-c4ccc(Cl)cc4)n3n2)c1	-3	5	-16	18	17	10	32	-0.8	-3
Cc1ccc(-n2nnc3c(=O)n(Cc4cccc(C)c4)cnc32)cc1	-7	-2	5	1	-32	19	24	3.6	-2
COc1ccccc1C1CCN(Cc2ccc(Cl)c(Cl)c2)CC1	-4	-21	3	18	4	10	11	-1.2	1
CCCc1cc(C(=O)Nc2ccc(C#N)cc2)no1	-3	-2	18	26	22	31	4	2.7	3
COc1ccc(C(=O)O)cc1NCc1cccnc1	-2	-6	1	-3	10	0	-1	0.4	-1
COc1cccc(NC(=O)CSc2nnc(CNC(=O)c3ccccc3)n2C)c1	-2	3	-18	8	-24	-21	6	-1.3	-2
Cc1cccc2sc(N(CCN3CCOCC3)C(=O)CCS(=O)(=O)c3ccccc3)nc12	-3	-9	-10	-16	69*	21	20	4.4	-1
COc1ccc(NC(=O)CSc2nc3c(c(=O)[nH]2)CCC3)cc1OC	-3	-1	-7	-5	-3	-14	-21	0.3	-3
(cont.)
SMILES	APJ ag	CXCR6 inh	APJ antagonist	TIM10 inh	Mdm2 MdmX PPI	tim23-1 inh	tim10-1 inh	CHOP UPR activ	XBP1 UPR activ
CCN1C(=O)[C@H]2[C@@H](c3ccc(-c4ccc(F)cc4)c(OC)c3)N[C@@](Cc3ccccc3)(C(=O)OC)[C@H]2C1=O	-4	1	-2	0	58*	17	11	3.4	-2
COc1cc2c(cc1OC)CN(c1nc(CN3CCCC3)nc3sc(C)c(C)c13)CC2	2	-5	-16	13	28	-4	16	-2.9	2
COc1ccc(CCNC2CCC(c3ccccc3)CC2)cc1 (stereo not given)	-5	4	4	-51	-7	-60	-85	-1.4	-2
Cc1cccc(N2N=C(C(=O)OCC(=O)c3ccccc3)CCC2=O)c1	-1	2	12	-10	9	0	1	0.2	1
CC1(NC(=O)c2ccccc2)CCN(CCc2cccs2)C1=O (stereo not given)	-3	5	-1	-9	22	-11	5	0.9	-1
Cc1ccc2nc(N(CCN(C)C)C(=O)c3cc(Cl)sc3Cl)sc2c1	-2	-7	-8	7	-20	3	15	5.6	0
O=C(Nc1ccccc1)Nc1ccc2nnsc2c1	-1	-17	1	-3	-7	-12	17	12	5
Cc1cccc(-c2cc3nc(-c4ccccc4)cc(=O)n3[nH]2)c1	0	-2	8	-4	-4	7	11	1.3	-7
CCOc1ccc2c(c1)nc(C)n2C	3	-7	9	-2	-1	-19	2	-1.6	5
Cn1c(=O)c2sc3c(c2n(CC(=O)Nc2ccccc2)c1=O)COC(C)(C)C3	-10	2	6	-5	13	11	18	1.0	-2
COc1cc(S(=O)(=O)N2CCOCC2)ccc1NC(=O)COC(=O)COc1ccccc1	-2	-2	19	0	0	2	2	-0.1	0
O=C(NCCCCCNC(=O)c1ccco1)c1ccco1	5	5	-10	-2	3	5	-10	1.0	0
CCN(CC(=O)NCc1ccccn1)S(=O)(=O)c1cc(Cl)ccc1Cl	-5	-7	6	6	15	1	18	1.4	-2
CC(C(=O)NC(C)(C)C)N1C(=O)c2cccc3cccc(c23)C1=O (stereo not given)	-1	3	6	10	22	7	2	-1.1	-2
COc1ccc(S(=O)(=O)Nc2ccc3c(c2)CCC3)cc1	-2	0	12	17	-4	27	27	1.1	0
C/C(CC(=O)N(C(C)C)C(C)C)=N\NC(=O)c1ccccc1Br	0	7	2	0	-22	0	15	-1.2	1
CCOC(=O)c1c(S(=O)(=O)NCC(=O)N2CCN(c3ccc(F)cc3)CC2)c(C)n(C)c1C	2	-2	4	2	5	-5	6	0.2	-1
CCCNC(=O)CN1C(=O)NC(CC)(c2ccc(F)cc2)C1=O (stereo not given)	0	4	24	11	-23	6	-10	1.1	-3

Screening results from PubChem.

This is a subset; count on the stated rates, not on these rows.
